# Screening results deposited in PubChem by The Scripps Research Institute Molecular Screening Center.
# CHO-K1 Ca ag = counter-screen for M1 agonists: effect in parental CHO-K1 cells; activation, % at 3 µM; 360,000 compounds, 0.48% hits; Fluo-8 calcium fluorescence; scaled to maximal ATP response, vehicle zero; in the data active means activation above about 15%;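 further: untransfected CHO-K1 host cells lacking M1 receptor as counterscreen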
# CHO-K1 Ca antag = nonselective inhibitor or artifact in parental CHO-K1 cells. 360,000 compounds, 0.6% hits. ATP-induced calcium, Fluo-8 fluorescence. AID 602250. inhibition, % at 3 µM;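 active means inhibition above a per-plate cutoff, the plate's mean sample inhibition plus 3 SD, cut at about 24% in these data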;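 further: 0% = DMSO plus EC80 ATP and 100% = DMSO alone without ATP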
# M1 ag = human M1 muscarinic receptor agonism; 360,000 compounds, 0.33% hits; activation, % at 3 µM; AID 588814; P11229; CHO-K1 hM1, Fluo-8 calcium fluorescence, agonist mode; 0% DMSO, 100% acetylcholine EC100;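 active means activation above the run's mean compound activation plus 3 SD, cut at about 16% in these data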;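 further: peak over basal fluorescence ratio within a 140 s kinetic read after compound addition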
# Target sequence (P11229 whole entry, looked up): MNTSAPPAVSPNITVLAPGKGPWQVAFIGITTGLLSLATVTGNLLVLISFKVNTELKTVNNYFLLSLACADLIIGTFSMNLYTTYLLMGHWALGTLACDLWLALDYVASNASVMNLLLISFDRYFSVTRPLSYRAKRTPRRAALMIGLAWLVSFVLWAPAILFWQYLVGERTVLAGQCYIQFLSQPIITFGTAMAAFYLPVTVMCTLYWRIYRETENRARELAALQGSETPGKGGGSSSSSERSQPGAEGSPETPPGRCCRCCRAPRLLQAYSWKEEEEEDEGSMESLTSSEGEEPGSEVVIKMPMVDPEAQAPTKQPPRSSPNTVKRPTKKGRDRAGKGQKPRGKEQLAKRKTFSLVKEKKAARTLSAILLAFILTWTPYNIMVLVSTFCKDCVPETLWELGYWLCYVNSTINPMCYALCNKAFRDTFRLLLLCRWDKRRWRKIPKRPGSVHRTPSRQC
# V1aR counter = V1a receptor agonism, counter-screen for OXTR agonists; P37288; CHO-V1R cells, Fluo-8 calcium fluorescence, agonist mode; 0% DMSO, 100% 3 nM vasopressin; activation, % at 3 µM; 320,000 compounds, 0.25% hits; AID 2797;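 active means activation above the mean activation of all tested compounds plus 3 SD, per screening run, cut at about 20% in these data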;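 further: signal is peak over basal fluorescence ratio across a 100 second FLIPR read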
# TAAR1 antag = human TAAR1 antagonism | CHO RD-HGA16 TAAR1, Fluo-8 calcium fluorescence, antagonist | inhibition, % at 3 µM | 360,000 compounds, 1.5% hits | AID 624466;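 active means inhibition above a per-plate cutoff, the mean inhibition of test compounds on that plate plus 3 SD, cut at about 49% in these data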;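 further: 0% = DMSO plus EC80 beta-PEA response and 100% = DMSO alone without agonist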
#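 Assay system: RD-HGA16 CHO cells with stable hTAAR1 and Gα16 / Reagent: EC80 β-phenethylamine stimulus / Doses: 3 µM, single point / Timing: dye loading 75 min at 37 °C, then 30 min room temperature / Measured by: Fluo-8 intracellular calcium dye fluorescence, real-time kinetic reads / Controls: vehicle wells and EC80 agonist wells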
# TAAR1 agonist = human TAAR1 agonism; Q96RJ0; CHO RD-HGA16 TAAR1, Fluo-8 calcium fluorescence; vehicle wells 0%, saturating PEA agonist 100%; activation, % at 3 µM; 360,000 compounds, 0.99% hits;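 active means activation above the mean activation of all test compounds in the run plus 3 SD, cut at about 38% in these data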
#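 System: CHO-derived RD-HGA16 cells with stable Gα16 and human TAAR1. Times: 17-24 h plating, Fluo-8 75 min 37 °C, 30 min RT. Measured by: calcium-sensitive Fluo-8 signal, excitation 470-495, emission 515-575 nm. Read-out basis: % activation relative to PEA EC100 response. Control set: DMSO and PEA EC100. Repeats: no replicates (n 1).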
# CHO parental Ca = signal in parental CHO cells, OX1R antagonist counter-screen. parental CHO-K1, ATP-induced calcium, Fluo-8 fluorescence. 330,000 compounds, 0.63% hits. AID 463079. inhibition, % at 5.6 µM;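 active means inhibition above that plate's mean sample inhibition plus 3 SD, cut at about 26% in these data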;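 further: 0% = ATP-challenged DMSO wells and 100% = DMSO wells without ATP; some compounds past the cut are filed as inactive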
#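 Test system: untransfected parental CHO cell line; also added: ATP stimulus; dosing: 5.6 µM, single dose; signal: calcium-sensitive Fluo-8 fluorescence; measure: percent inhibition of ATP-evoked calcium rise, normalized to controls; benchmarks: low control ATP plus DMSO, high control DMSO only; replication: one well per compound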
# M1 PAM parental = counter-screen for M1 PAMs: effect in parental CHO-K1 cells; ATP EC20, Fluo-8 calcium fluorescence; 0% at ATP EC20, 100% at ATP max; activation, % at 3 µM; 360,000 compounds, 0.02% hits;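 active means activation above the run cutoff, the mean activation of all test compounds plus 3 SD, cut at about 40% in these data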;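 further: peak over basal fluorescence ratio in a 140 s read after ATP addition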
# OXTR potentiate = human OXTR potentiation; AID 2445; activation, % at 3 µM; CHO-OTR cells, Fluo-8 calcium fluorescence, potentiator mode; 0% = oxytocin EC15, 100% = EC100; P30559; 320,000 compounds, 0.061% hits;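 active means activation above that plate's cutoff, the mean activation of tested compounds plus 3 SD, cut at about 6.6% in these data, passing the limit was not always enough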;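 further: 100% uses oxytocin at 75 nM as the full agonist control; some results filed as inactive read as strong as hits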
# Target sequence (P30559 whole entry, looked up): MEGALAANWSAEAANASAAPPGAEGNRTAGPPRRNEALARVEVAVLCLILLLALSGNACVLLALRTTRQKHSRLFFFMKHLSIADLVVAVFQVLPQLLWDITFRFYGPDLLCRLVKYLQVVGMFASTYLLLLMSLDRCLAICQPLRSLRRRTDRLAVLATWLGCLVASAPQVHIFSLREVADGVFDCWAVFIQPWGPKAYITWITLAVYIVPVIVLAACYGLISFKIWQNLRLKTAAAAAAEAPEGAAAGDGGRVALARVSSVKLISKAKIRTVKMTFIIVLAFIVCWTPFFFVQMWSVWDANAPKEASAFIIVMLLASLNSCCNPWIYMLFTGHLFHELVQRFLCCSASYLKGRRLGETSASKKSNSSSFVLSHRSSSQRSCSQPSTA
#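 Material: CHO-OTR cells, human receptor; compound dosing: single dose, 3.0 µM nominal final compound concentration; schedule: 6 min compound pre-incubation at room temperature, 100 s kinetic read; measured by: kinetic Fluo-8 calcium fluorescence; read-out basis: % activation vs EC15 and EC100 oxytocin; controls: EC15 oxytocin alone as 0%, 75 nM oxytocin as 100%; replicates: singlicate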
# Numbers without * were called inactive; x = no result given.
SMILES,CHO-K1 Ca ag,CHO-K1 Ca antag,M1 ag,V1aR counter,TAAR1 antag,TAAR1 agonist,CHO parental Ca,M1 PAM parental,OXTR potentiate
CCOc1cc(N2CCOCC2)c(OCC)cc1NC(=O)Cn1nc(C)c([N+](=O)[O-])c1C,1.0,-2,-1,0.3,-32,0,4,6,-8
Cc1cc(C)nc(NCC(O)COc2ccccc2C)n1 (configuration not stated),1.1,-8,-1,1.6,-6,8,-21,8,-15
Cc1ccc(C(=O)NC2(C(Cl)Cl)N=C(c3ccccc3)N=C2N)cc1 (configuration not stated),-0.6,6,-4,-1.0,-3,5,-14,1,-1
COc1cccc(C2CCCCN(C)C2=O)c1 (configuration not stated),0.0,-11,-2,-2.5,-13,1,-1,14,-11
Cc1ccc(-c2cc(C(=O)OC3CCOC3=O)c3ccccc3n2)c(C)c1 (configuration not stated),9.9,-4,-6,0.7,-3,3,-29,18,-10
COc1ccc(CC(=O)OCC(=O)Nc2ccc(N3CCOCC3)cc2)cc1,1.6,-9,-3,0.3,-3,2,-3,21,-4
Cc1c2ccccc2cc(Cc2ccccc2)[n+]1C,0.3,-6,-9,-0.9,-16,4,-15,8,-1
COCCNC(=O)NC(=O)CN1CCN(C(c2ccccc2)c2ccccc2)CC1,-0.3,-7,-9,-0.1,-5,0,-14,19,3
COc1ccc(S(N)(=O)=O)cc1C(=O)OCC(=O)N1CCCC(C)C1 (configuration not stated),0.5,-2,-4,0.4,2,5,0,-7,0
O[C@@H]1CN(Cc2ccc(-n3cccn3)cc2)CC[C@H]1N1CCN(c2ccccc2F)CC1,8.2,18,-3,12,2,3,14,-4,-13
Cc1cc(=O)[nH]c(N=N/C(=N/Nc2ccc(O)cc2)c2ccccc2)n1,0.0,2,-1,-0.7,-8,8,-15,-6,-3
COc1ccc(C)cc1NC(=O)c1cc(S(=O)(=O)N2CCCC2)cn1C,0.1,-2,-2,0.5,-3,0,-18,-4,0
CC1CCCN(C(=O)c2ccc3c(=O)n4nc(Nc5ccccc5)sc4nc3c2)C1 (configuration not stated),0.8,-12,-3,x,9,2,x,3,x
CCOc1cccc(-c2c(C(=O)N/N=C/c3ccc(C)o3)nnn2-c2nonc2N)c1,3.2,-17,4,2.2,24,62*,5,18,-8
N/C(=N\c1nc2ccccc2o1)NC(=O)c1ccc([N+](=O)[O-])cc1,0.3,1,-1,-0.4,2,2,-6,0,4
COc1cc2c(cc1OC)C(O)C(O)(CO)C(C(=O)O)C2c1cc(OC)c(OC)c(OC)c1 (configuration not stated),0.6,-5,-2,x,-8,3,x,8,x
Cc1cc(=O)[nH]c(NN=C2CCC(C(C)(C)C)CC2)n1 (configuration not stated),19*,-5,-7,0.1,6,2,5,18,-3
CCCCN(CCCC)C(=O)C1CC=CCC1C(=O)O (configuration not stated),1.4,1,-7,-0.3,10,9,-1,17,-4
COc1ccc(Cc2noc(CN(C)CC(O)c3ccccc3)n2)cc1OC (configuration not stated),1.4,-17,-2,0.8,-7,2,-11,12,-12
O=C1CC(N2CCN(S(=O)(=O)c3ccc(Cl)cc3)CC2)C(=O)N1CCc1ccccc1 (configuration not stated),1.5,-1,-5,5.7,-5,6,-18,-3,-9
c1cn2c(-c3ccoc3)cncc2n1,1.0,-8,-4,x,-4,2,x,4,x
O=C(Nc1cccc(Cl)c1)c1ccc(Cn2cc(Cl)cn2)cc1,0.7,-5,-6,4.5,9,2,-5,12,0
CCCn1c(SCC(=O)Nc2nc(C)cs2)nnc1-c1cccnc1,2.1,12,-1,1.1,1,4,-11,-1,-5
O=C(CCNS(=O)(=O)c1ccccc1)N1CCCC1,0.8,-7,-4,x,-23,2,x,13,x
Cc1cccc(NC(=S)N(CCCN2CCOCC2)C(C)c2cc3ccccc3o2)c1C (configuration not stated),0.7,-20,-7,0.0,-40,-3,-28,17,-7
SMILES,CHO-K1 Ca ag,CHO-K1 Ca antag,M1 ag,V1aR counter,TAAR1 antag,TAAR1 agonist,CHO parental Ca,M1 PAM parental,OXTR potentiate
COc1ccc(C(C(=O)NC2CCCC2)N(Cc2ccccc2)C(=O)c2nsc(Cl)c2Cl)cc1 (configuration not stated),2.0,-6,-7,1.7,41,8,-5,19,-8
CC(=O)Nc1ccc(NC(=O)C2CCCN2C(=O)Nc2cccc(F)c2)cc1 (configuration not stated),0.1,-9,2,-0.3,0,0,1,3,-11
Cc1ccccc1NS(=O)(=O)c1csc(C(N)=O)c1,1.3,-8,-4,-0.7,2,0,-13,4,1
CCCNC(=O)N1CCN(S(=O)(=O)c2ccc(C)c(C)c2)CC1,0.4,-42,-2,-0.6,18,-2,-3,10,1
CC(C)CNC(=O)/C=C/C=C/c1ccc2c(c1)OCO2,0.2,2,-2,-0.3,-13,1,-9,-7,1
N#Cc1c(Nc2ccccc2)c(/C=N/NCCO)c[nH]c1=O,1.4,-12,-3,-0.2,5,6,-5,20,1
COc1ccc(C(=O)Nc2ccccc2N2CCOCC2)cc1Br,1.8,-1,-3,2.6,9,8,-25,15,-10
CN(C(=O)c1ccc(NC(=O)Cc2ccc(NC(=O)C3CCCN(C(=O)c4ccccc4)C3)cc2)cc1)C1CCCC1 (configuration not stated),0.0,4,-2,x,1,1,x,-7,x
COc1ccccc1C1NC(=O)NC(C)=C1C(=O)OC1CCCCC1 (configuration not stated),-0.4,22,3,0.2,-30,0,-5,-4,-9
O=C(Nc1ccc(C(=O)N2CCCCC2)cc1)[C@H]1O[C@@H](n2ccc(=O)[nH]c2=O)[C@H](O)[C@@H]1O,0.2,15,-1,x,-30,2,x,-7,x
CN1CCN(c2ccc(CNC(=O)c3cccc4c(-c5ccc(F)c(F)c5)coc34)cc2)CC1,2.4,-8,-3,x,x,x,x,3,x
COC(=O)CCc1c(C)c(C(=O)c2ccco2)c2ccccn12,0.4,3,-3,1.4,-1,2,-12,7,-4
c1coc(CNc2nc3ccccc3n2CCN2CCOCC2)c1,0.3,-16,-9,1.3,12,0,-10,13,0
Cc1cc(Oc2ccc(=O)n(C)n2)nc(SCC(N)=O)n1,0.7,-16,-3,6.5,9,0,-7,18,-5
Clc1ccc(-c2cn3c(n2)CCC3)cc1,1.6,-15,-4,1.9,13,3,1,5,-11
O=S(=O)(c1cccc(-c2n[nH]c(=S)n2-c2ccc(OC(F)(F)F)cc2)c1)N1CCOCC1,0.5,-25,-5,0.6,-6,8,-6,8,-5
CC1=Nc2ccc(C)c3nc(C)cc(c23)N1c1ccc(C)cc1,-0.6,-5,-10,-0.5,-9,2,-23,13,-3
CCC(C(=O)OCC(=O)NC(=O)NC(C)(C)C)c1ccccc1 (configuration not stated),0.8,2,-10,-1.5,1,1,4,-2,-25
C/C(=N/NC(=O)CNC(=O)c1ccco1)c1ccco1,1.1,-13,-1,-0.3,-14,2,3,23,0
CCc1nc2c(OCc3c(C)noc3C)cccn2c1N(C)C(=O)c1ccccc1F,0.4,-3,-3,x,x,x,x,-6,x
CCCCc1nnc(NC(=O)CSc2nc(=O)cc(N)n2-c2cccc(C)c2)s1,0.4,-5,-4,0.3,-4,7,-8,23,-1
Cc1ccc(S(=O)(=O)N2CCN(c3ccc([N+](=O)[O-])cn3)CC2)cc1,14,10,3,0.3,-27,1,-1,10,-8
Cc1ccc(Cl)cc1NC(=O)COC(=O)CC1CC2CCC1C2 (configuration not stated),-0.1,4,-6,-1.1,15,8,-1,10,-5
Cc1[nH]nc(NNC(=O)c2ccccc2)c1[N+](=O)[O-],0.4,-7,-4,-1.8,-31,2,-6,19,-6
CCC(C)(C)NC(=O)C(c1ccccc1Cl)N(C(=O)CCC(=O)Nc1cc(C)on1)c1ccc(NC(C)=O)cc1 (configuration not stated),-0.1,-6,-4,0.1,22,-3,-16,-17,-18

# Next section (6 carried over from the part before).
SMILES,CHO-K1 Ca ag,CHO-K1 Ca antag,M1 ag,V1aR counter,TAAR1 antag,TAAR1 agonist,CHO parental Ca,M1 PAM parental,OXTR potentiate
CCc1nc2c(OCc3c(C)noc3C)cccn2c1N(C)C(=O)c1ccccc1F,0.4,-3,-3,x,x,x,x,-6,x
CCCCc1nnc(NC(=O)CSc2nc(=O)cc(N)n2-c2cccc(C)c2)s1,0.4,-5,-4,0.3,-4,7,-8,23,-1
Cc1ccc(S(=O)(=O)N2CCN(c3ccc([N+](=O)[O-])cn3)CC2)cc1,14,10,3,0.3,-27,1,-1,10,-8
Cc1ccc(Cl)cc1NC(=O)COC(=O)CC1CC2CCC1C2 (configuration not stated),-0.1,4,-6,-1.1,15,8,-1,10,-5
Cc1[nH]nc(NNC(=O)c2ccccc2)c1[N+](=O)[O-],0.4,-7,-4,-1.8,-31,2,-6,19,-6
CCC(C)(C)NC(=O)C(c1ccccc1Cl)N(C(=O)CCC(=O)Nc1cc(C)on1)c1ccc(NC(C)=O)cc1 (configuration not stated),-0.1,-6,-4,0.1,22,-3,-16,-17,-18
CC(C)Sc1nnc(Nc2ccccc2)s1,-0.6,-9,-7,-0.5,10,9,-4,11,-16
CCOc1ccc(C(=O)Cc2ccccc2)cc1,-0.8,-11,-7,x,2,-2,x,13,x
CS(=O)(=O)c1cccc(C(=O)OCCCC(=O)c2ccccc2)c1,1.9,-4,-3,1.9,2,4,-14,11,-5
CCOC(=O)C1CCCN(C(=O)c2ccc3c(c2)OCO3)C1 (configuration not stated),0.0,-5,0,0.4,7,2,-12,7,-4
Oc1c(Br)cc(/C=N/NC(=S)NCC2CCCO2)cc1Br (configuration not stated),3.8,-11,1,3.4,-5,18,3,22,-1
Cc1ccc2cc3c(=O)n(C)cc(C=O)c3nc2c1,0.9,-11,-3,x,-9,0,x,15,x
CCc1ccc2[nH]c(=O)c(C(c3nnnn3CC3CCCO3)N3CCCc4ccccc43)cc2c1 (configuration not stated),1.6,-6,-6,-1.0,2,16,-13,25,-4
Cc1onc(-c2ccccc2Cl)c1C(=O)NCCN1Cc2ccccc2C1=O,0.8,-14,-9,-1.0,-8,2,-9,5,0
COc1ccc(C(=O)CSc2nc(=O)n(Cc3cccnc3)c3c2CCC3)cc1,0.1,1,-7,x,-12,0,x,26,x
CCOc1ccc(OCCSc2nc3ccccc3[nH]2)cc1,9.2,-1,-3,4.5,30,17,3,7,-5
O=C(CCn1cccc1)Nc1nccs1,0.4,-7,-3,0.2,-2,9,-4,11,-4
O=C(CN(Cc1ccc(F)cc1)C(=O)c1csnn1)NCc1ccc2c(c1)OCO2,0.5,2,4,5.3,-19,2,-29,-26,-5
